High-throughput results (PubChem)
N370S GC mod – N370S glucocerebrosidase modulation, Gaucher chaperone candidate | P04062 | N370S GC spleen homogenate, 4MU-glucoside fluorescence | Potency, µM (series often up to 59.4 µM), for the others: at the top dose activity change, negative = inhibition, hits mostly inhibitors | actives 0.092% (n = 330,000);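 also: 0% = full enzyme activity and -100% = no enzyme basal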
KAT2A inh – GCN5L2 (KAT2A) acetyltransferase inhibition | Q92830 | GCN5L2 HAT assay, ThioGlo1 CoA-SH fluorescence | Potency, µM (series often up to 58.9 µM), for the others: top-dose activity change, negative = inhibition, actives largely listed as inhibitors | actives 0.21% (n = 390,000)
Target sequence (Q92830 whole entry, looked up): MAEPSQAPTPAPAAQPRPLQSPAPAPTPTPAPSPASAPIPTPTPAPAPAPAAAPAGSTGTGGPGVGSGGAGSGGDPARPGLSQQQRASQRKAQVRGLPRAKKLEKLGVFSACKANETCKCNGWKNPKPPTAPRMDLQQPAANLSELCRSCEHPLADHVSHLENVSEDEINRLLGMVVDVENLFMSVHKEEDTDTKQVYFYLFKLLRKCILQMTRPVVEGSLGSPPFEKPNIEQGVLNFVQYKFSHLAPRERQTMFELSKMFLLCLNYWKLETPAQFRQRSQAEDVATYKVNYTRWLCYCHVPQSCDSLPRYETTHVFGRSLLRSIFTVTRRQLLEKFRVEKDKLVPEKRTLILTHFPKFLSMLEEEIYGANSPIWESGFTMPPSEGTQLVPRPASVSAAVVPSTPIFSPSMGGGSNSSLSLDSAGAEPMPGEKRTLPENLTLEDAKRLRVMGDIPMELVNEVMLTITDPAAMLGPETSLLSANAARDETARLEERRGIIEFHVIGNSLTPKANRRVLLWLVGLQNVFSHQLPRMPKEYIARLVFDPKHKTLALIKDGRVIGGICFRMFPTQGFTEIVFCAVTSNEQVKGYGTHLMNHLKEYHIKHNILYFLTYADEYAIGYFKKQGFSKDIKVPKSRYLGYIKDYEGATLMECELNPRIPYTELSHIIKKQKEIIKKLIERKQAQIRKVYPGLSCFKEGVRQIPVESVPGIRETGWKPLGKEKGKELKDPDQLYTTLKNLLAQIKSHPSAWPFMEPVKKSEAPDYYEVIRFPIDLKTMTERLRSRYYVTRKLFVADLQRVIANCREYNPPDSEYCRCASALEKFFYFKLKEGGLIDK
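Enzyme at 20nM final was mixed with library compounds for 15 min at room temperature. Peptide H3(1-25) at 75uM, acetyl-CoA at 70uM and ThioGlo1 at 50uM were then added. Plates were read immediately and after 20 min (Ex340nm/Em540nm).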
FEN1 inhibitor – human FEN1 inhibition; AID 588795; actives 0.35% (n = 390,000); Recombinant FEN1 flap cleavage, fluorescence, 15 min; P39748; Potency, µM (top dose mostly 114 µM), for inactives: at the top dose activity change, negative = inhibition, most hits filed as inhibitors; also: nearly all actives have a fitted effect of over 65% in size
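Read-out was taken twice, immediately and after 15 min, following addition of 50 nM substrate to 10 nM FEN1 that had sat with test compound for 15 min at room temperature. Curves came from a four-parameter Hill model.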
* = called active by the depositor; ? = inconclusive; · = not tested or not shown; & = joins results of further samples; [ ] = another dose, or the depositor's remark. Calls follow the shape of the dose curve; as a rule, active = well fitted curve in the direction sought with a large enough effect; inconclusive = small, poorly fitted or top-dose-only effect, or another doubt; inactive = no such curve, though single readings can be large; an effect the other way counts as inactive or inconclusive. Unless noted, % is scaled to controls: 0 for no effect and ±100 for the full control effect; potency is read from the fitted curve at half-maximal effect.

| N370S GC mod | KAT2A inh | FEN1 inhibitor | Compound |
| --- | --- | --- | --- |
| · | -8% | 0% | CCc1cccc(C)c1NC(=O)CN1C(=O)NC(C)(CCC(C)C)C1=O (stereo not drawn) |
| 3% | -22% | 1% | COc1ccc(S(=O)(=O)N2CCOCC2)cc1C(=O)NC1CCCCC1 |
| -5% | -1% | 13% | CN(Cc1ccccc1NCC(=O)Nc1ccccc1C#N)C1CCCCC1 |
| -7% | -8% | · | COc1ccc(C(=O)/C=C/c2ccc(-c3ccccc3)cc2)cc1CSCC(=O)O |
| -10% | 0% | -4% | O=c1cc(-c2ccccc2)oc2cc(OCc3ccccc3)cc(O)c12 |
| -1% | -1% | -2%&2% | Cn1c(-c2ccc(Br)o2)nc2ccccc21 |
| ? | -6% | -7% | O=C(NCC1CCCCC1)c1cc2ccccc2cc1O |
| -27%[2.35 µM] | -1% | 6% | O=C(NCC1(c2ccccc2)CCOCC1)c1ccc(Br)o1 |
| · | -17% | -5% | CCn1c(=S)[nH]c2cc(S(=O)(=O)N3CCOCC3)ccc21 |
| -4% | -4% | 10% | Cc1nn(-c2ccccc2)c(Cl)c1/C=C(\CC(=O)O)c1nc2ccccc2s1 |
| 1% | 1% | 1% | COCCC(=O)N1CCC(Oc2ccc(C(=O)N3CCC[C@H]3CO)cc2)CC1 |
| -2% | -2% | 8% | O=C(Cc1ccc(Cl)cc1)c1c[nH]c(C(=O)NCCCN2CCOCC2)c1 |
| -9% | -2% | -2% | CS(=O)(=O)N(Cc1ccccc1)c1ccccc1C(=O)O |
| · | 3% | 0% | CCc1c(C)nc2nncn2c1NCc1ccc(OC)cc1 |
| · | -9% | 13% | CCN(C(=O)CN(C)S(=O)(=O)c1ccc2c(c1)c(=O)n(C)c(=O)n2C)c1ccc(OC)cc1 |

Later entries:
| N370S GC mod | KAT2A inh | FEN1 inhibitor | Compound |
| --- | --- | --- | --- |
| -8% | -6% | 2% | CCc1ccc(-n2c(CSc3nnnn3-c3ccccc3)nc3ccccc3c2=O)cc1 |
| 2% | -8% | -6% | COc1ccc(-c2csc3ncnc(Cl)c23)cc1 |
| -2% | -4% | 1% | Cc1ccc(-c2c(C#N)c(N)nc3c2CCCCC3)o1 |
| 1% | -4% | 3% | N=C1C(c2ccccc2)=C(O)C2CCc3ccccc3N12 (stereo not drawn) |
| -8% | 1% | 40µM* | CCOc1ccc2nc(NC3=NC(C)(C)C=C(C)N3)nc(C)c2c1 |
| · | -3% | -19% | CCOCCCNC(=O)c1cn(CC)c2ccc(S(=O)(=O)N3CCc4ccccc4C3)cc2c1=O |
| · | -22% | -3% | Cc1ccc(-c2[nH]c3c(c2-c2c(-n4cccc4)n(C)c(=O)[nH]c2=O)c(=O)[nH]c(=O)n3C)cc1 |
| -1% | -1% | -12% | Cc1cc(Cl)ccc1OC(C)C(=O)NCCCCc1ccccc1 (stereo not drawn) |
| 3% | -1% | -6% | COc1cc(CC(=O)N2CCc3ccccc32)cc(OC)c1OC |
| -7% | -6% | · | COCC(=O)N1CCC2(CC1)CN(c1ccc(-c3ccccc3)cc1)C2 |
| -2% | 1% | 18% | O=C(NCCc1ccccc1F)C1CCC(=O)N(Cc2ccc(Cl)cc2)C1 (stereo not drawn) |
| -3% | -14% | 2% | O=C(/C=C/c1ccccc1)NC(=S)NNC(=O)c1cccnc1 |
| -18% | -23% | -2% | Cc1nc(NCCc2ccc(Cl)cc2)c2nnn(Cc3ccccc3)c2n1 |
| -3% | -6% | -13% | CCC(=O)Nc1nnc(-c2ccccn2)o1 |
| · | 2% | 15% | CCOC(=O)C1CCCN(CCC(=O)Nc2ccc(OC)cc2OC)C1 (stereo not drawn) |

Further entries:
| N370S GC mod | KAT2A inh | FEN1 inhibitor | Compound |
| --- | --- | --- | --- |
| -11% | 4% | -5% | Cc1ccc(N2C(N)=C(C#N)C(c3cccnc3)C3=C2CC(C)(C)CC3=O)cc1 (stereo not drawn) |
| 19% | -17% | -19% | Cc1c(C#N)c(N=CN(C)C)c(C(=O)c2ccc(Br)cc2)n1-c1ccc(Cl)cc1 |
| 11% | -4% | 3% | CCOC(=O)N1CCN(c2ccc(O)cc2)CC1 |
| · | -5% | 14% | CCC(=O)Nc1ccc(S(=O)(=O)NCc2ccc3c(c2)CCN3C(=O)c2ccc(C)cc2)cc1 |
| 2% | -4% | 1% | O=C(CSc1ccc(-c2ccc(F)cc2)nn1)NC1CCCCC1 |
| -3% | -14% | 12% | COc1ccc(S(=O)(=O)N2CCN(Cc3cccc(OC)c3OC)CC2)cc1 |
| -2% | 1% | -1% | CC(c1ccccc1)n1c(CCCO)nc2ccccc21 (stereo not drawn) |
| · | 0% | 3% | CCOC(=O)c1c(C)[nH]c(C)c1C(=O)COC(=O)[C@@H](NC(=O)c1ccco1)C(C)C |
| · | -2% | -1% | O=C(NC1CC(=O)N(c2ccc(F)cc2)C1)c1cccs1 (stereo not drawn) |
| · | -18% | -2% | CCOc1cc(-c2nnc(SCC(=O)NCc3ccccc3)nc2-c2ccc(OC)c(OCC)c2)ccc1OC |
| · | -6% | -3% | CCNC(=O)c1ccc(C)c(-n2c(C)nc3cccnc32)c1 |
| -5% | -4% | -2% | CNC(=O)CN(C)S(=O)(=O)c1ccc(OC)c(Cl)c1 |
| -2% | -4% | 1% | O=C(NC(=S)N1CCCCCC1)c1ccccc1Cl |
| 0% | -11% | -2% | COc1cc2[nH]c(=O)n(CCC(=O)NCc3cccnc3)c(=O)c2cc1OC |
| -14% | 0% | -5% | OCCN(CCO)CC(O)CN1c2ccccc2Sc2ccccc21 (stereo not drawn) |

Part of the list above, set out differently.
Every second line gives: N370S GC mod	KAT2A inh	FEN1 inhibitor
CCc1cccc(C)c1NC(=O)CN1C(=O)NC(C)(CCC(C)C)C1=O (stereo not drawn)
→ ·	-8%	0%
COc1ccc(S(=O)(=O)N2CCOCC2)cc1C(=O)NC1CCCCC1
→ 3%	-22%	1%
CN(Cc1ccccc1NCC(=O)Nc1ccccc1C#N)C1CCCCC1
→ -5%	-1%	13%
COc1ccc(C(=O)/C=C/c2ccc(-c3ccccc3)cc2)cc1CSCC(=O)O
→ -7%	-8%	·
O=c1cc(-c2ccccc2)oc2cc(OCc3ccccc3)cc(O)c12
→ -10%	0%	-4%
Cn1c(-c2ccc(Br)o2)nc2ccccc21
→ -1%	-1%	-2%&2%
O=C(NCC1CCCCC1)c1cc2ccccc2cc1O
→ ?	-6%	-7%
O=C(NCC1(c2ccccc2)CCOCC1)c1ccc(Br)o1
→ -27%[2.35 µM]	-1%	6%
CCn1c(=S)[nH]c2cc(S(=O)(=O)N3CCOCC3)ccc21
→ ·	-17%	-5%
Cc1nn(-c2ccccc2)c(Cl)c1/C=C(\CC(=O)O)c1nc2ccccc2s1
→ -4%	-4%	10%
COCCC(=O)N1CCC(Oc2ccc(C(=O)N3CCC[C@H]3CO)cc2)CC1
→ 1%	1%	1%
O=C(Cc1ccc(Cl)cc1)c1c[nH]c(C(=O)NCCCN2CCOCC2)c1
→ -2%	-2%	8%
CS(=O)(=O)N(Cc1ccccc1)c1ccccc1C(=O)O
→ -9%	-2%	-2%
CCc1c(C)nc2nncn2c1NCc1ccc(OC)cc1
→ ·	3%	0%
CCN(C(=O)CN(C)S(=O)(=O)c1ccc2c(c1)c(=O)n(C)c(=O)n2C)c1ccc(OC)cc1
→ ·	-9%	13%
CCc1ccc(-n2c(CSc3nnnn3-c3ccccc3)nc3ccccc3c2=O)cc1
→ -8%	-6%	2%
COc1ccc(-c2csc3ncnc(Cl)c23)cc1
→ 2%	-8%	-6%

Next part:
| N370S GC mod | KAT2A inh | FEN1 inhibitor | Compound |
| --- | --- | --- | --- |
| 1% | 19% | -1% | Cc1nc(N)sc1C(=O)Nc1ccccc1 |
| · | 2% | 19% | CCN(CC)c1nn2c(=O)c(C(=O)NCc3ccc(OC)cc3OC)cnc2s1 |
| 21% | -13% | 22% | CCC(=O)N1CCN=C1SCc1ccccc1Cl |
| 5%&19% | -4% | 1%&-8% | CCN(CC)C(=O)CC(c1ccc(OC)cc1)c1c(OC)cc(OC)c2ccc(=O)oc12 (stereo not drawn) |
| ? | -24%&-22% | -12%&-11% | CCN1CCN(CCCNC(=O)c2cc3c(s2)-c2ccccc2OC3)CC1 |
| 9% | -15% | -3% | COC(=O)c1sc2nc(CSc3nc4ccc(C)cc4[nH]3)[nH]c(=O)c2c1C |
| 2% | -6% | -6% | CCCCCCC(=O)Nc1nc(C)c(-c2csc(Nc3ccc(Cl)cc3)n2)s1 |
| -23% | -12% | 3% | CCCN(CCC)C(=O)CSc1nc2n[nH]c(C)c2c(=N)n1-c1ccc(OC)cc1 |
| -3% | 1% | -10% | Cn1cccc1C(=O)NC(=O)COC(=O)c1cc(Cl)ccc1[N+](=O)[O-] |
| -3% | -3% | -8% | Cc1cc2nc(CS(=O)(=O)c3ccccc3)cc(=O)n2[nH]1 |
| -9% | -2% | 18% | CC(C)n1c(O)c(N=NC(=O)CNC(=O)CCc2ccccc2)c2ccccc21 |
| · | -1% | 0% | CCN(CC)S(=O)(=O)c1ccc(C(=O)NCCSc2c(-c3ccc(OC)cc3)[nH]c3ccccc23)cc1 |
| · | 1% | -4% | COc1ccc(C)cc1NC(=O)N1CCC(CN2CCC(C)CC2)CC1 |
| 23% | 25% | -18% | COc1ccc(-c2[nH]ncc2/C=N/NC(=O)c2ccc(Br)cc2)c(OC)c1 |
| -9% | -11% | 4% | CCCCN(CC)S(=O)(=O)N1CCC(C(=O)NCCCN2CCOCC2)CC1 |

Next results
| N370S GC mod | KAT2A inh | FEN1 inhibitor | Compound |
| --- | --- | --- | --- |
| 2% | -4% | 23% | Cc1ccc(OC(=O)c2ccncc2)c(C)c1 |
| · | 0% | -2% | O=C(Cn1nc(Cc2cccnc2)c2ccccc2c1=O)N1CCN(c2ccc(F)cc2)CC1 |
| 4% | -2% | -4% | O=C(NNC1=NCCC1)c1cccc(S(=O)(=O)N2CCOCC2)c1 |
| -11% | -2% | -6% | CCn1c(O)c(/C=C2\C=NN=C2c2ccc(C)cc2)sc1=S |
| -17% | -7% | -4% | COCCCNC(=O)/C(C#N)=C/c1c(N2CCN(c3ccc(OC)cc3)CC2)nc2c(C)cccn2c1=O |
| · | -9% | 20% | COc1cc(OC)cc(C(=O)OC(C)C(=O)NC2CCCc3ccccc32)c1 (stereo not drawn) |
| -6%&-1% | -13%&-3% | -3%&9% | COc1cc(/C=N/NC(=O)c2ccncc2)ccc1O |
| -5% | -11% | -15% | CCCCOc1ccc(C(=O)N/C(=C/C=C/c2ccccc2)C(=O)N2CCOCC2)cc1 |
| · | -9% | -4% | CCOC(=O)C1CCCN(C(=O)c2ccc3c(c2)sc2nc(-c4ccc(CC)cc4)cn23)C1 (stereo not drawn) |
| 7% | -4% | -3% | COc1ccc(Br)cc1CN(C)CC(=O)Nc1cc(Cl)cc(Cl)c1 |
| · | -5% | 0% | COc1ccc(C2CC(c3cccc(F)c3)=NN2c2ccc(S(N)(=O)=O)cc2)cc1 (stereo not drawn) |
| 15% | -24% | 16% | N#CCCN(Cc1cccs1)C(=O)c1ccc(Cl)cc1 |
| ? | -2% | 0% | Cc1cc(=O)oc2ccc(OC(=O)CN3C(=O)c4cccc([N+](=O)[O-])c4C3=O)cc12 |
| · | -13% | -12% | CCOC(=O)c1ccc(NC(=O)c2cn(-c3ccccc3)nc2-c2ccc(Br)cc2)cc1 |
| -1% | -4% | 6% | CCOc1ccc(N2CC(C(=O)NCCN3C(=O)S/C(=C\c4ccc(OC)c(OC)c4)C3=O)CC2=O)cc1 (stereo not drawn) |

Records listed above marked active in FEN1 inhibitor.
| N370S GC mod | KAT2A inh | FEN1 inhibitor | Compound |
| --- | --- | --- | --- |
| -8% | 1% | 40µM* | CCOc1ccc2nc(NC3=NC(C)(C)C=C(C)N3)nc(C)c2c1 |

The list continues.
| N370S GC mod | KAT2A inh | FEN1 inhibitor | Compound |
| --- | --- | --- | --- |
| 0% | -9% | 6% | CCn1c(Cc2ccc(OC)cc2)nnc1SCC(=O)NC1CC1 |
| 3% | 1% | -2% | CN1C(=O)C(O)(C2COC(C)(C)CC2=O)c2ccccc21 (stereo not drawn) |
| 18% | -9% | 18% | CCn1cc(S(=O)(=O)c2ccc(C)cc2)c(=O)c2cc(F)c(N3CCN(C)CC3)cc21 |
| · | -3% | -4% | O=C(NNC(=O)c1cccc(C(F)(F)F)c1)c1ccc(-n2cnnn2)cc1 |
| ? | -20% | 6% | O=C(CN(c1ccc(Cl)cc1)S(=O)(=O)c1ccccc1)N/N=C/c1ccco1 |
